Screening results as filed in PubChem.
TRHR ag: activates the human TRH receptor. TRHR cells, calcium flux fluo-8, FDSS agonist mode. actives 0.18% (n = 360,000). AID 493084. activation, % at 2 µM. P34981; in the data active = activation above about 30%; note: 0% is about no effect
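TRHR-expressing cells loaded with fluo-8 calcium dye; 23 nL library compound pin-transferred, kinetic FDSS fluorescence (Ex 480/Em 530) recorded about 180 s for agonist-induced calcium release, before a 10 nM TRH EC20 addition for potentiator mode.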
POLI inh: blocks human DNA polymerase iota activity; Pol iota fluorescent replication assay, 10 min; Q9UNA4; Potency, µM (top dose mostly 115 µM), for inactives: at the highest dose activity, negative = inhibition, actives largely listed as inhibitors; actives 1% (n = 390,000); note: potency is the fitted concentration of half-maximal effect
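Fluorescent replication assay read twice, at 0 min and 10 min after adding 50 nM (final) substrate. Enzyme (10 nM) and compounds were first incubated 15 min at room temperature; enzyme-free buffer wells were negative controls.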
APE1 inh: APE1 (human) endonuclease inhibition. P27695. recombinant APE1, TAMRA/BHQ-2 abasic DNA cleavage fluorescence. Potency, µM (titrated, usually from 65.8 µM), for inactives: at the top dose activity change, negative = inhibition, hits mostly inhibitors. actives 0.35% (n = 350,000);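 note: potency is the fitted concentration of half-maximal effect; plate controls were vehicle for no effect and reference inhibitor for full effect; nearly all actives have a fitted effect of over 55% in size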
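Substrate: short duplex with […] THF abasic site, 5'-TAMRA and 3'-BHQ-2, 50 nM final. APE1 at 0.75 nM, preincubated 15 min RT with compound. Fluorescence increase from first to third read measured activity.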
Anesthetic bind: candidate novel general anesthetic via apoferritin binding. apoferritin/1-aminoanthracene competitive binding, fluorescence. Potency, µM (top dose mostly 77.5 µM), without a hit: at the top dose activity change, negative = displacement, actives largely listed as inhibitors. actives 0.074% (n = 350,000); note: potency is the fitted concentration of half-maximal effect; % is set by controls: 0 for no effect and ±100 for the full control effect; nearly all actives have a fitted effect of over 20% in size
Target sequence (P02791 2-175 limits assumed): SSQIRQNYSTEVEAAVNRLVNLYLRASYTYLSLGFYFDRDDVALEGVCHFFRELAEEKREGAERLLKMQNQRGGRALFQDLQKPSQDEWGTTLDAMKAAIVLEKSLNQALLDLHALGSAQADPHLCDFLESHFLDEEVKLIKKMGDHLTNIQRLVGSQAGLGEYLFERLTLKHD
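Horse-spleen apoferritin (10 uM) in 50% saturated 1-aminoanthracene in PBS was incubated 10 min at room temperature with compound. Fluorescence (ex 380, em 535 nm) was normalized to free and bound 1-AMA, with concentration-response fitted by a four-parameter Hill equation.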
ALOX12 inh: ALOX12 (human) lipoxygenase inhibition; Potency, µM (titrated, usually from 108 µM), without a hit: at the highest dose activity change, negative = inhibition, most hits filed as inhibitors; actives 1.1% (n = 580,000); AID 1671190; purified 12hLO, xylenol orange hydroperoxide absorbance; note: potency is the fitted concentration of half-maximal effect; % is set by controls: 0 for no effect and ±100 for the full control effect
Target sequence (P18054 whole entry, looked up): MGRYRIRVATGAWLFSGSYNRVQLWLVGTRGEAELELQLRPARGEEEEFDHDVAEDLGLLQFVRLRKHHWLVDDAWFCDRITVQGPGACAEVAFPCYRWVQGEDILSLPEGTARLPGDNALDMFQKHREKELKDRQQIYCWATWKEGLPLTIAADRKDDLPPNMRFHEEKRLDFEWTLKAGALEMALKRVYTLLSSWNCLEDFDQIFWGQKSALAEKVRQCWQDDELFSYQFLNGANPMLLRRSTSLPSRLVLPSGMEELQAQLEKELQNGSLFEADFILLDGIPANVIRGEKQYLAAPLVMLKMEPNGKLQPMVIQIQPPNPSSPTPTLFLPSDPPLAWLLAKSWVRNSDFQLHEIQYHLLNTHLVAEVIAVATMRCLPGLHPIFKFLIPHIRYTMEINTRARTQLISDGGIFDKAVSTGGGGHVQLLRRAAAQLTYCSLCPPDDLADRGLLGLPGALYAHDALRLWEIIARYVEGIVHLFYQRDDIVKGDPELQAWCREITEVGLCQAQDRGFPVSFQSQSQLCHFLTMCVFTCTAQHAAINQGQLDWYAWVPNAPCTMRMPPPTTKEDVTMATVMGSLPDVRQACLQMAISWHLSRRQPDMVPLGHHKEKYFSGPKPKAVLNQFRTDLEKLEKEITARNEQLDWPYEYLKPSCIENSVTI
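Purified human 12hLO at 150 nM in 25 mM Hepes, 0.01% Triton X-100, pH 7.0, preincubated 15 min at room temperature with compound. Reaction started with 40 uM arachidonic acid, 30 min at room temperature. Hydroperoxide measured by Fe-xylenol orange, 573/405 nm absorbance ratio.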
Pol beta inh: inhibitors of human DNA polymerase beta. Pol beta primer extension/strand displacement, fluorescence kinetic. AID 485314. Potency, µM (highest dose often 114 µM), for inactives: top-dose activity change, negative = inhibition, hits mostly inhibitors. actives 1.3% (n = 340,000). P06746; note: potency is the fitted concentration of half-maximal effect; % is set by controls: 0 for no effect and ±100 for the full control effect
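Homogeneous kinetic assay of primer extension and strand displacement by 10 nM Pol beta, preincubated 15 min at room temperature with compound before 50 nM substrate (final) was added. Read at 0 and 10 min; four-parameter Hill fit.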
BLM helicase inh: blocks DNA unwinding by human BLM helicase | P54132 | recombinant BLM DNA unwinding, fluorescence dequenching | Potency, µM (series often up to 56.1 µM), for the others: at the top dose activity change, negative = inhibition, hits mostly inhibitors | actives 0.2% (n = 350,000);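 note: potency is the fitted concentration of half-maximal effect; plate controls were vehicle for no effect and no enzyme for full effect; nearly all actives have a fitted effect of over 35% in size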
ERG-DNA inh: inhibitors of human ERG Ets domain-DNA interaction. actives 0.028% (n = 370,000). fluorescence polarization, His-ERG Ets domain / labelled DNA. Potency, µM (doses to about 76.9 µM), for the others: at the highest dose FP activity, negative = inhibition, most hits filed as inhibitors. AID 624246; active = well fitted inhibition curve with a large enough effect in the polarisation, with a control signal flat; inconclusive = small, poorly fitted or top-dose-only effect, or effect the other way, or a change in a side signal; inactive = no such curve, though single readings can be large or run the other way; the % refers to the polarisation;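 note: polarization taken with two DNA probes labelled with fluorescein and Texas red; potency is the fitted concentration of half-maximal effect; % of control where 0% means no effect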
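His-tagged ERG Ets domain (1 uM in the protein solution; 300mM KCl, 50mM Tris-HCl, 1mM EDTA, 1mM DTT, pH 7.5) received compound, then a probe mix of 5 nM fluorescein-DNA and 100nM Texas-615-DNA. Fluorescence polarization was read for both dyes.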
POLK inh: blocks human DNA polymerase kappa activity. purified Pol kappa, fluorescent DNA synthesis assay, 10 min. Potency, µM (top dose mostly 107 µM), for inactives: at the highest dose activity, negative = inhibition, usual class: inhibitors. actives 0.53% (n = 400,000). AID 588579; note: potency is the fitted concentration of half-maximal effect; % is set by controls: 0 for no effect and ±100 for the full control effect
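Inhibition of 10 nM Pol kappa is measured by a fluorescent read-out at 0 and 10 min following addition of 50 nM substrate (final), with a 15-min room-temperature compound preincubation.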
The depositor's hits bear a star; i = inactive; ? = inconclusive; . = not tested or not shown; [ ] = another dose, or the depositor's remark. Unless noted, calls come from the whole dose curve; as a rule, active = well fitted curve in the direction sought with a large enough effect; inconclusive = small, poorly fitted or top-dose-only effect, or another doubt; inactive = no such curve, though single readings can be large; an effect the other way counts as inactive or inconclusive. Some of the compounds tested. The share of hits here may be higher or lower than overall.

SMILES	TRHR ag	POLI inh	APE1 inh	Anesthetic bind	ALOX12 inh	Pol beta inh	BLM helicase inh	ERG-DNA inh	POLK inh
CC(=O)Nc1ccc(NC(=O)CSc2nc(C)nc3sc(C)c(C)c23)cc1	0.2	14%	6%	-6%	0%	0%	0%	-1%	-2%
CO/N=C/NC(=O)NOCc1ccc(Cl)cc1Cl	0.2	12%	19%	-16%	0%	36%	-2%	9%	0%
CC(C)c1ccc(C(C)NC(=O)C2CCCC2)cc1 (stereo not given)	-0.8	-22%	38%	-4%	1%	19%	-3%	4%	-10%
COc1ccc(NC(=O)COC(=O)Cc2c[nH]c3ccccc23)cc1Cl	.	-29%	19%	.	-8%	.	.	-11%	-20%
Cc1ccc(S(=O)(=O)NCC(=O)OCC(=O)c2ccc(S(=O)(=O)N3CCCCC3)cc2)cc1C	.	0%	.	.	317%[activator]	.	.	18%	-7%
Nc1ccccc1N1C(=O)c2cccc3cccc(c23)C1=O	.	8%	.	.	141%[activator]	.	.	-2%	-24%
Cc1ccc(NC(=O)C(OC(=O)c2cnc(C)cn2)c2ccccc2)c([N+](=O)[O-])c1 (stereo not given)	-1.4	-23%	24%	?	-4%	?	-4%	-3%	-6%
Cc1cc(C(=O)NNC(=O)CN2C(=O)NC(C)(c3ccccc3)C2=O)c(C)o1 (stereo not given)	0.2	25%	1%	.	26%	.	.	-13%	-1%
COCCn1c(=O)c(-c2cccs2)nc2cnc(Oc3ccc(OC)cc3)nc21	.	.	0%	.	0%	.	-8%	.	-6%[60.1 µM]
Brc1cccc(-c2cnn3c(-c4ccccc4)cc(-c4ccccc4)nc23)c1	-0.1	29%	.	-1%	-11%	15%	-6%	31%[activator]	-4%
COCCCNC(=O)Cn1c(=O)n(Cc2ccc(C(=O)NCc3ccc(C)cc3)cc2)c(=O)c2ccccc21	-0.2	89µM*	.	-12%	-45%	?	-14%	14%	-18%
CSCC[C@H](NC(=O)Nc1ccccc1C)C(=O)O	0.5	12%	3%	-1%	7%	16%	2%	-6%	6%

Only ERG-DNA inh (2 entries from above):
mol	ERG-DNA inh
CC(C)c1ccc(C(C)NC(=O)C2CCCC2)cc1 (stereo not given)	4%
CSCC[C@H](NC(=O)Nc1ccccc1C)C(=O)O	-6%

Further compounds.
SMILES	TRHR ag	POLI inh	APE1 inh	Anesthetic bind	ALOX12 inh	Pol beta inh	BLM helicase inh	ERG-DNA inh	POLK inh
COc1ccc(-n2c(SCC(=O)NCC3CCCO3)nc3c(c2=O)SCC3)cc1 (stereo not given)	-0.2	10%	-2%	-9%	i	37%	-1%	0%	-16%
COc1cc(OC)c(C2C(C(=O)Nc3ccc(C)cc3C)=C(C)Nc3ncnn32)cc1OC (stereo not given)	0.5	8%	-11%	-6%	-25%	0%	-1%	9%	-3%
O=C(Cn1c(=O)n(-c2ccccc2)c(=O)c2sc3ccccc3c21)N1CCCC1	0.3	32%[activator]	.	-9%	-16%	8%	-1%	5%	-5%
Cc1ccc(CNC(=O)Cn2c(=O)oc3ccccc32)o1	-0.3	-10%	-1%	-6%	?	37%	0%	0%	-2%
CCCCCn1nc(C(=O)OCC(=O)c2c(N)n(C)c(=O)n(C)c2=O)c2ccccc2c1=O	1.1	-10%	2%	-4%	-17%	-6%	-9%	-3%	3%
COc1ccc(Cl)cc1NC(=O)Nc1c[nH]c(=O)[nH]c1=O	-0.1	-3%	.	4%	-36%	-27%	-7%	-3%	-17%
O=C(Cn1c(=O)n(-c2ccc(Cl)cc2)c(=O)c2c3c(sc21)CCC3)c1ccc(F)cc1	0.8	-3%	.	2%	?	-30%	-5%	-2%	14%
COc1ccc(NC(=O)Nc2ccc(O)c3ccccc23)cc1	.	-27%	.	.	?	.	.	18%	-5%
O=C1CCc2cc(S(=O)(=O)NC(Cc3ccccc3)C(=O)NC3CCCCC3)ccc2N1 (stereo not given)	-0.4	.	4%	-11%	-21%	5%	1%	.	.
CCOC(=O)C(=CNNc1c(C)csc1C(=O)OC)C(=O)OCC	1.0	-12%	1%	-3%	0%	5%	-2%	9%	-12%
O=S(=O)(NCc1ccco1)c1ccc2c(c1)Cc1ccccc1-2	-1.3	?	-12%	-20%	?	?	-25%	0%	-16%
CCC(=O)N=c1sc2cc(F)cc(F)c2n1C	.	-2%	.	.	2%	.	.	-7%	-2%
CC(=O)c1cccc(NC(=O)NCc2ccc3c(c2)OCO3)c1	-0.2	1%	-8%	-13%	?	19%	-1%	-3%	-1%
CCc1ccc(OCC(=O)O/N=C(\N)c2ccccn2)cc1	-1.0	-18%	1%	-7%	0%	-3%	-3%	-23%	-23%
CC(C)c1csc(CN2CCN(CCc3ccccc3)C(CCO)C2)n1 (stereo not given)	0.4	36%	19%	-11%	-1%	1%	3%	1%	11%
CC(NCC(O)COc1ccc(S(=O)(=O)N2CCOCC2)cc1)c1ccccc1 (stereo not given)	0.7	44%[activator]	4%	-4%	3%	21%	0%	-3%	-7%
Cc1ccnc(NC(=O)c2cccc(S(=O)(=O)Nc3ccc(C)cc3C)c2)c1	.	22%	20%	.	-13%	.	.	?	2%
CCOC(=O)c1cc(-c2ccccc2)sc1NC(=O)CCN1C(=O)c2ccccc2C1=O	-0.1	12%	2%	-10%	11%	17%	-3%	-4%	-17%
O=C1C=C(c2ccc3cc[nH]c3c2)C[C@@H](c2ccc3c(c2)OCO3)C1	-0.3	14µM*	12µM*	.	.	.	.	-1%	79µM*
CCN(C(=O)C1CCC(CNS(=O)(=O)c2cccc3nsnc23)CC1)c1cccc(C)c1 (stereo not given)	-0.4	26%	.	?	-19%	6%	-6%	14%	-6%
Cc1cccc(NC(=O)Cn2c(=O)n3nc(CCn4nc(C)cc4C)nc3c3ccccc32)c1	0.5	30%[activator]	-3%	-13%	-5%	?	0%	1%	-7%
CCN(CC)CCN(Cc1cc2ccc(C)cc2[nH]c1=O)C(=O)NC1CCCCC1	0.1	75%[activator]	-3%	-4%	18%	2%	-9%	7%	-4%
CCC(C)c1cc([N+](=O)[O-])cc([N+](=O)[O-])c1OC(=O)OC(C)C (stereo not given)	.	.	20%	-1%	.	.	-8%	.	2%[60.1 µM]
Cn1ncc([N+](=O)[O-])c1C(=O)Nc1cccc2ccccc12	-0.6	43%[activator]	43%[12.4 µM]	-2%	-6%	0%	-2%	-1%	6%
Cc1ccc(OCC(=O)NC2CCCC(C)C2C)c([N+](=O)[O-])n1 (stereo not given)	-0.1	17%	35%	.	237%[activator]	.	.	8%	-4%
COc1ccc(N2CC(NC(=O)c3ccc(S(=O)(=O)N4CCCCC4)cc3)CC2=O)cc1 (stereo not given)	-0.3	0%	.	-19%	-25%	-14%	-1%	-4%	-13%[60.1 µM]
Cc1ccnc(NS(=O)(=O)c2cnc(Cl)c(Br)c2)c1	-1.0	11%	2%	13%	-13%	27%	4%	-4%	-15%
COc1cc(S(=O)(=O)N2CCN(C)CC2)c(OC)cc1Cl	0.9	8%	-2%	-6%	34%[activator]	12%	-2%	-3%	-16%
O=C(COC(=O)c1ccc(Cl)nc1)Nc1ccc2c(c1)OCCO2	-0.7	16%	-12%	.	4%	.	.	2%	-2%
Cc1ccc(-c2nnnn2-c2ccccc2C(=O)O)cc1	.	-25%	.	.	2%	.	.	-4%	4%
C(#Cc1ccccc1)CN1CCCCC1	0.3	91%[activator]	17%	-18%	0%	26%	-3%	1%	1%
CC(Oc1ccc(Cl)cc1Cl)C(=O)NCc1ccncc1 (stereo not given)	-0.6	9%	2%	-18%	6%	5%	-6%	-2%	-1%
O=C(O)CC/C(=N/NC(=O)c1ccc(-c2ccccc2)cc1)c1ccccc1	0.9	33%[activator]	33%	-23%	1%	-2%	-4%	7%	-3%
Cc1cc(=O)[nH]c2nnc(-c3ccc(Br)cc3)n12	0.5	15%	-1%	2%	87%[activator]	5%	-4%	-6%	-4%
CC(=O)c1ccc(N2CCN(c3ncnc4c3c(-c3ccccc3)cn4-c3ccc(C)c(Cl)c3)CC2)cc1	-0.2	19%	.	-4%	-3%	3%	-4%	0%	-3%[60.1 µM]
Cn1nc(-c2ccc3c(c2)OCCO3)c2ccccc2c1=O	-0.4	23%	-1%	-3%	23%	13%	-1%	-1%	-3%
COc1ccc(C(=O)C(C)OC(=O)c2nc3nccc(C)n3n2)cc1 (stereo not given)	0.2	-11%	22%	.	406%[activator]	.	.	-2%	-14%
O=C(c1ccc(F)cc1)N1CCN(C(=O)c2cccnc2)CC1	-0.3	-1%	5%	-2%	-2%	-2%	-2%	0%	1%
CCCS(=O)(=O)N1CCC(C(=O)NCCCN2CCCC2=O)CC1	-0.1	5%	-1%	-4%	4%	3%	2%	-8%	6%
CC(=O)OCc1cc(-c2nc3ccccc3[nH]c2=O)nn1-c1ccc(Cl)cc1	0.2	-14%	-1%	-1%	124%[activator]	-1%	-4%	-7%	-16%
CC(C)CC1COC(=O)N1 (stereo not given)	0.0	25%	8%	-5%	27%	23%	1%	-5%	6%
COCCn1c(=O)cnc2cnc(OC)nc21	.	.	5%	.	0%	.	-1%	.	1%[60.1 µM]
CCOc1ccc(NC(=O)CS(=O)CC(=O)Nc2cccnc2)cc1 (stereo not given)	0.3	20%	11%	3%	-21%	10%	-4%	-3%	3%
CCOC(=O)c1c(C)n(C)c2cc(-c3ccc(C)cc3)c(O)cc12	1.1	18%	?	-11%	?	26%	-4%	9%	-10%
